# Screening results (PubChem)
# proKLK7 act = proKLK7 (human) activation, primary screen; P49862; purified proKLK7, EDANS-DABCYL substrate fluorescence; 100% is mature enzyme control, 0% vehicle; activation, % at 7 µM; hit rate 0.9% among 370,000; AID 652039;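 active means activation above the mean of all tested compounds plus 3 SD, computed per campaign excluding outliers beyond control limits, cut at about 13% in these data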
# PLC-beta3 inh = inhibitors of human phospholipase C beta3. Q01970. Purified PLC-beta3, fluorogenic substrate, fluorescence. inhibition, % at 12.2 µM. hit rate 0.18% among 370,000; in the data active means inhibition above about 11%;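 further: 0% = median of compound wells on plate and 100% = full blocker control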
# ARFGAP1 inh = inhibits rat ARF GTPase activating protein 1. Arfgap1-stimulated ARF1 GTP hydrolysis, GDP FP detection. inhibition, % at 16.5 µM. hit rate 0.26% among 360,000;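 active means inhibition above a per-plate limit, mean inhibition of low control wells plus 3 SD, cut at about 25% in these data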;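 further: 0% = DMSO wells with enzyme and 100% = wells lacking Arfgap1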
#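 Material: truncated rat Arfgap1 GAP domain; Incubation: compound-enzyme preincubation 20 min, reaction 120 min, detection 60 min, 25 °C; Read-out: percent inhibition of Arfgap1-stimulated GTP hydrolysis; Technique: FP, GDP Alexa 633 tracer displaced from anti-GDP antibody, 620/688 nm; Controls: No-Arfgap1 wells (100%) versus DMSO full-reaction wells (0%); Replication: single well per compound.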
# DDE Tn6 FP inh = disrupts Tn6 cyclic peptide binding to fibrin D-Dimer-E complex; P02675; Fibrin DD(E) TRITC-Tn6 fluorescence polarization displacement; inhibition, % at 8.3 µM; AID 720509; hit rate 0.21% among 370,000;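 active means inhibition above a per-campaign cutoff: mean of compounds within control limits plus 3 SD, cut at about 15% in these data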;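 further: 0% = median of all compound wells on the plate and 100% = blocking peptide control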
# DDE Tn7 FP inh = DD(E)-Tn7 binding inhibition, primary FP screen | FP displacement of FITC-Tn7 peptide from fibrin DD(E); 0% = median of compound wells per plate | P02675 | AID 720508 | hit rate 0.13% among 370,000 | inhibition, % at 8.3 µM;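 active means inhibition above the mean of compounds falling within the control limits plus 3 SD of them, cut at about 14% in these data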;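 further: 0% = plate median of compound wells and 100% = 10 µM Aha-Tn7 peptide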
#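 System: human fibrin DD(E); quantity: Fibrin-DD(E) at 2 µM final; also added: fluorescent Tn7 probe at 0.1 µM; compound dosing: single nominal test concentration of 8.3 µM per compound; schedule: 10 min preincubation, 3 h with tracer, room temperature; detection: fluorescence polarization of the labelled Tn7 tracer; repeats: one replicate per compound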
# ASAP1 inh = blocks human ASAP1-stimulated Arf1 GTP hydrolysis | hit rate 0.19% among 360,000 | GDP FP detection | Q9ULH1 | AID 624377 | inhibition, % at 16.5 µM; in the data active means inhibition above about 25%;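 further: 0% = vehicle with enzyme and substrate and 100% = no enzyme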
# Target sequence (Q9ULH1 325-724 limits assumed): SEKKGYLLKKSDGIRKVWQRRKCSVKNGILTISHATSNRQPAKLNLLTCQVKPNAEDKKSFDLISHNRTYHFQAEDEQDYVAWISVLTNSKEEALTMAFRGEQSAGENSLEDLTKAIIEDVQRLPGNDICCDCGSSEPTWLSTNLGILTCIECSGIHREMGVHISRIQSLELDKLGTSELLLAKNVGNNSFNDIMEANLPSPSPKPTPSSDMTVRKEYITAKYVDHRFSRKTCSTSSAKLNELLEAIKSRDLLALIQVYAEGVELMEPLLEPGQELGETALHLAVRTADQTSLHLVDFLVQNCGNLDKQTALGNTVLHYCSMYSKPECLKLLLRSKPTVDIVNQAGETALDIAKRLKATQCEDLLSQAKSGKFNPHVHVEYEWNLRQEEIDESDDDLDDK
# UHRF1 MBD2 ctr = blocks human UHRF1 binding to methylated DNA; UHRF1 binding to methylated oligo, TR-FRET; hit rate 0.75% among 370,000; Q96T88; inhibition, % at 4.4 µM; in the data active means inhibition above about 21%;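 further: UHRF1 SRA domain binding a hemimethylated CpG hairpin DNA probe; 0% = median of test compound wells and 100% = reference inhibitor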
# ADAM17 inh = ADAM17 inhibition, QFRET primary screen | P78536 | recombinant ADAM17, EDANS/DABCYL FRET peptide cleavage | inhibition, % at 6.95 µM | hit rate 0.83% among 370,000;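 active means inhibition above the mean of compounds lying between control limits plus 3 SD, set per campaign, cut at about 8.5% in these data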;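 further: 0% = DMSO-only wells as the low control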
# Target sequence (P78536 215-824 limits assumed): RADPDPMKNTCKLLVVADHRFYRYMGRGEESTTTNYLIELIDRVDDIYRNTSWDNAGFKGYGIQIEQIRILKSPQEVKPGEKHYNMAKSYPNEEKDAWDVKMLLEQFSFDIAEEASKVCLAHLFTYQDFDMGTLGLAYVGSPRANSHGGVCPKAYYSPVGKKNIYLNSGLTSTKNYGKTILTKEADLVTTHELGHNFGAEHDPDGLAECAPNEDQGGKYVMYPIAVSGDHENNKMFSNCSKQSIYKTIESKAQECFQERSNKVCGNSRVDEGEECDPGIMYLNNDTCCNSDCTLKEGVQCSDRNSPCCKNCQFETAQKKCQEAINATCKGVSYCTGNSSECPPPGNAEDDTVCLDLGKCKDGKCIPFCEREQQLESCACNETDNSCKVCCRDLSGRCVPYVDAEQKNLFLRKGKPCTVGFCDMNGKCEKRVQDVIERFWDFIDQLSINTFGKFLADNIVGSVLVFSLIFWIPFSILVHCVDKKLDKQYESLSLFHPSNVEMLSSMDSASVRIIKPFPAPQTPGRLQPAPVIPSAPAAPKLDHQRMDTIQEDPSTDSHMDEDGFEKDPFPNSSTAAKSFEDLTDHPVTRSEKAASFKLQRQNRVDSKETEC
# PLCg1 inh = blocks human PLC-gamma1 enzyme activity | inhibition, % at 12.2 µM | hit rate 0.84% among 370,000 | purified PLC-gamma1, fluorogenic substrate, fluorescence; in the data active means inhibition above about 9.5%
# MBD2 inh = blocks human MBD2 binding to methylated DNA; Q9UBB5; TR-FRET, MBD2 binding to methylated oligonucleotide; inhibition, % at 4.4 µM; hit rate 0.31% among 370,000; AID 686964; in the data active means inhibition above about 13%
# Numbers without * were called inactive; / = no result given.
SMILES,proKLK7 act,PLC-beta3 inh,ARFGAP1 inh,DDE Tn6 FP inh,DDE Tn7 FP inh,ASAP1 inh,UHRF1 MBD2 ctr,ADAM17 inh,PLCg1 inh,MBD2 inh
COc1cccc(CN2CC(C(=O)N3CCN(c4ccc(Cl)cc4)CC3)CCC2=O)c1 (stereo unspecified),0.6,-6,6,3,1,-6,2,-5,1,4
NC1=NC[C@H](Cc2ccccc2)N1CC1CCCCC1,0.1,4,1,1,-2,1,-1,1,2,-1
CC(C)CN1CC(C(=O)O)CC1=O (stereo unspecified),0.0,2,-6,9,-6,7,1,-1,-1,3
Cc1cccc(NC(=O)CSc2cc(C(=O)c3nccn3C)c3ccccc3n2)c1,0.1,3,7,2,-3,3,11,0,3,6
c1ccc2nc3c(nc2c1)CCCC3,-0.6,-5,9,4,0,0,-1,-2,2,0
COc1ccccc1/C=C/C(=O)OCC(=O)NCc1ccco1,3.7,-36,1,-9,-2,8,1,-41,-34,-1
Cc1c(C)c2ccc(OC(C)C(=O)NCCN3CCOCC3)c(C)c2oc1=O (stereo unspecified),0.3,-26,8,-4,-2,3,-2,-59,-11,-3
O=C1C=CC(=O)N1c1cccc(-c2ccccc2)c1,0.1,-7,-4,-4,3,-7,1,-2,-1,-1
Oc1ccc(Nc2nc(NCC3CCCO3)c3ccccc3n2)cc1 (stereo unspecified),1.0,-3,-2,-10,0,-16,7,-4,-2,4
N#CC1(NC(=O)CSc2nc3ccc([N+](=O)[O-])cc3s2)CCCCC1,0.2,-10,-2,-9,-4,-5,-2,-9,0,5
CC(=O)c1c(C)[nH]c(C(=O)OCC(=O)c2c(N)n(CC(C)C)c(=O)n(C)c2=O)c1C,-0.8,-6,-3,-3,-9,5,1,-3,-1,3
Cc1nc2ccccn2c1C(=O)NNS(=O)(=O)c1ccc(Cl)cc1,0.1,-5,13,-7,-9,5,4,0,0,5
C/C(=N/NC(=O)CNS(=O)(=O)c1ccccc1)c1ccc(Br)cc1,0.0,2,4,3,-3,0,-2,2,2,1
Cc1ccc(O)c(NC(=O)c2noc3c2CCc2ccccc2-3)c1,0.2,0,-1,4,-4,-9,-1,1,2,-3
COCCCNC(=O)c1cccs1,-0.3,2,-5,0,5,17,5,0,5,0

# Grouped by structure, the entries above with a Cl atom
SMILES,proKLK7 act,PLC-beta3 inh,ARFGAP1 inh,DDE Tn6 FP inh,DDE Tn7 FP inh,ASAP1 inh,UHRF1 MBD2 ctr,ADAM17 inh,PLCg1 inh,MBD2 inh
COc1cccc(CN2CC(C(=O)N3CCN(c4ccc(Cl)cc4)CC3)CCC2=O)c1 (stereo unspecified),0.6,-6,6,3,1,-6,2,-5,1,4
Cc1nc2ccccn2c1C(=O)NNS(=O)(=O)c1ccc(Cl)cc1,0.1,-5,13,-7,-9,5,4,0,0,5

# Going on with the list:
SMILES,proKLK7 act,PLC-beta3 inh,ARFGAP1 inh,DDE Tn6 FP inh,DDE Tn7 FP inh,ASAP1 inh,UHRF1 MBD2 ctr,ADAM17 inh,PLCg1 inh,MBD2 inh
Cc1cc(=O)oc2cc(OCC(=O)N3CC[C@@]4(O)CCCC[C@H]4C3)ccc12,-0.8,-1,-8,-3,1,-13,-2,-13,-4,-1
CCOC(=O)/C(C#N)=C/c1ccc(OCC(=O)Nc2ccccc2)c(OC)c1,0.1,0,-2,-2,-10,7,3,2,4,-2
CSc1ncccc1C(=O)NNC(=O)c1csc(N2CCOCC2)n1,-0.2,-1,14,1,10,-8,2,-4,-2,-4
O=C(O)CCCC(=O)N1CCN(c2nc(-c3ccccc3Cl)c3cc(Br)ccc3n2)CC1,-0.6,-33,0,-2,9,0,-1,-9,-22,5
COc1cc(/C=N/Nc2nncc3ccccc23)cc(OC)c1OC,0.0,-3,1,-6,1,5,-1,-1,-3,0
CCC(C)(C(=O)NC1CCCC1)N(Cc1ccco1)C(=O)c1ccccn1 (stereo unspecified),-0.3,2,-5,5,9,-5,-2,-1,-3,-1
O=C(CSc1ccccn1)Nc1ccc2c(c1)C(=O)c1ccccc1C2=O,-0.6,0,14,4,-2,9,-4,1,-2,-5
COCCN(CCOC)S(=O)(=O)c1ccc(C(=O)Nc2nnc(C)o2)cc1,0.7,4,-3,-4,2,-5,-1,-3,-1,1
O=C(CCC(=O)c1cccs1)OCC(=O)N1CCN(S(=O)(=O)c2ccccc2)CC1,0.0,1,10,-2,-3,8,5,-8,6,3
Cc1ccc(S(=O)(=O)NCCCCCC(=O)NCCc2ccccc2)cc1,-0.1,-4,-2,3,5,-9,0,0,3,0
CCc1ccc(C2c3[nH]c4ccccc4c3CCN2C(=O)c2cc[n+]([O-])cc2)cc1 (stereo unspecified),1.7,-15,-4,2,-3,6,-2,-1,-3,-3
COc1ccc(CNCCNC(=O)c2cccs2)c(OC)c1OC,-0.1,2,-12,-6,-2,-7,1,-1,4,6
Cc1ccc(S(=O)(=O)N2CCN(C)CC2)cc1-c1nnc2c3ccccc3c(C)nn12,0.5,-2,-1,0,2,2,-1,-3,0,-1
COc1cccc(-c2cc(C(C)=O)c3n(c2=O)CCC3)c1OC,-0.1,0,/,4,-2,/,-4,0,1,-3
CCCn1c(N2CCN(CC(=O)c3c[nH]c4ccccc34)CC2)nc2c1c(=O)[nH]c(=O)n2C,0.3,-7,6,-3,0,8,6,-7,-8,10
COc1ccc(CC(=O)Nc2c(C(=O)N3CCN(c4ccccc4)CC3)oc3ccccc23)cc1OC,0.0,-9,17,2,0,7,-2,0,-3,1
Cc1cc(C)cc(OCC(=O)NC2CCCc3ccccc32)c1 (stereo unspecified),-0.1,2,-2,4,1,-3,21*,2,2,-1
COc1ccc(OC)c(NC(=O)C2CC(=O)N(c3ccc(Br)cc3)C2)c1 (stereo unspecified),0.1,0,-8,-3,6,1,-2,-3,0,0
CCOC(=O)[C@]12Cc3c(cc(OC)c(OC)c3OC)[C@H]1N(Cc1ccccc1)C(=O)c1cc(F)c(F)cc12,-0.1,-1,-5,3,-1,-10,-1,3,0,-2
COC(=O)c1cc(C(=O)N2CCN(c3ncccn3)CC2)cc([N+](=O)[O-])c1,-0.2,-1,1,2,-3,-11,-1,1,-2,-1
O=C(CSC1=NCCN1)C1COc2ccccc2O1 (stereo unspecified),-0.5,-1,2,-1,-2,11,-2,3,2,0
COc1cc(S(=O)(=O)Nc2c(C)cc(C)cc2C)ccc1Cl,0.1,4,4,-9,0,3,-3,4,4,-4
COc1ccc(C(=O)N/N=C(\CCC(=O)O)c2ccc(C(C)(C)C)cc2)cc1OC,-0.3,-11,2,4,10,-6,2,-1,-4,2
O=C(NCc1ccco1)c1ccc(-c2ccc(Cl)cc2)o1,0.1,-10,-5,1,4,0,0,-1,3,-3
COc1ccc(C(=O)c2ccccc2O)c(O)c1,-0.4,3,0,3,-4,2,-1,0,1,0
CNC(=S)c1cc(C(C)(C)C)c(O)c(C(C)(C)C)c1,0.8,-6,1,-8,-6,4,1,-2,1,1
COCc1nnc(NC(=O)c2cc(C(=O)OC)cc([N+](=O)[O-])c2)s1,-0.1,-1,-1,7,5,-3,9,-3,0,7
Cc1cc2nc(C3CCCCC3)c(CC(C)(C)C)n2c(C)c1Br,0.8,6,-4,-3,-5,-9,-1,2,4,-2
CCOC(=O)C1=C(C(F)(F)F)Nc2ncnn2C1c1cccc(OC)c1OC (stereo unspecified),-0.7,3,9,-2,1,-12,2,-2,2,-3
CC(C)CNC(C(=O)Nc1ccc([N+](=O)[O-])cc1Br)c1ccccc1 (stereo unspecified),-0.7,3,-9,-2,-3,-4,-2,3,3,-1
CCOC(=O)c1ccc(NC(=O)c2cccnc2)cc1,0.4,0,-1,6,2,11,0,-2,-2,1
COc1ccc(Cn2c(-c3ccco3)nc3c(c(=O)c4ccccc4n3C)c2=O)cc1,-3.4,-68,-7,-2,1,-11,1,-9,-40,10
Cc1cc(OCc2cc(C(=O)N3CCC(Oc4cccnc4)CC3)no2)cc(C)c1Cl,0.4,-7,10,-9,2,-10,2,-3,-2,4
CCCOC(=O)C1=C(C)N(C)C(=O)NC1c1cc2c(cc1Br)OCO2 (stereo unspecified),0.7,-4,11,1,-3,15,1,1,3,-4
CCOc1ccc(N2CC(C(=O)Nc3cccc(C)c3C)CC2=O)cc1 (stereo unspecified),-0.3,2,5,4,6,-1,7,-4,1,8
CCOc1ccc(N2C(=O)CC(Sc3nc(C)cc(C)c3C#N)C2=O)cc1 (stereo unspecified),0.5,3,1,0,0,3,-1,-3,2,-6
O=C(NCc1ccco1)c1ccc(F)c(S(=O)(=O)N2CCCCC2)c1,-0.5,1,-6,2,-4,-5,1,-1,0,-1
CC1(c2ccc(Cl)cc2Cl)NC(=O)N(CC(=O)Nc2ccc3[nH]c(=O)[nH]c3c2)C1=O (stereo unspecified),0.0,1,14,3,8,-1,12,-3,-3,-1
Cc1ccnc(NC(=O)c2cccc(OC(F)F)c2)n1,-0.3,-3,8,0,-2,-4,-2,-2,1,-2
CCc1nc(N2CCCCC2C)c2oc3ccccc3c2n1 (stereo unspecified),-2.4,-18,-1,2,0,-20,5,-5,-8,0
COC(=O)c1ccc(NC(=O)c2ccc(NC(=O)c3ccco3)cc2)cc1,-0.4,-8,39*,2,-1,26*,-1,-4,-3,6
CCC1=NN(C(=O)CCc2ccccc2O)C(O)(C(F)(F)F)C1 (stereo unspecified),0.1,-2,0,8,-1,-4,1,2,-1,4
COc1cccc(-c2ccccc2C2=CC(=O)CC(C)(C)C2=O)c1,-0.1,0,6,5,5,16,-5,0,-3,3
CCCCCCc1cc2cc(C(=O)NC)c(=N)oc2cc1O,7.2,-496,5,1,2,11,1,-197,-422,-1
O=C(O)C1CC=CCC1C(=O)Nc1ccc2c(c1)CCC2 (stereo unspecified),0.9,-6,-7,-4,1,3,1,-5,-2,-6
Cc1nc(CS(=O)c2ccc(Cl)cc2)cc(NCc2ccc(Cl)cc2Cl)n1 (stereo unspecified),0.3,-1,5,1,10,-7,-3,6,2,-4
CC1CCCCN1C(=O)COC(=O)c1cc([N+](=O)[O-])ccc1N1CCOCC1 (stereo unspecified),0.1,-5,3,8,0,29*,-3,1,0,-7
CN(C)CC1C2CCC(C2)C1O (stereo unspecified),0.2,1,4,4,-5,1,0,1,0,5

# 4 entries from above, with the structure last:
proKLK7 act | PLC-beta3 inh | ARFGAP1 inh | DDE Tn6 FP inh | DDE Tn7 FP inh | ASAP1 inh | UHRF1 MBD2 ctr | ADAM17 inh | PLCg1 inh | MBD2 inh | Compound
-0.5 | 1 | -6 | 2 | -4 | -5 | 1 | -1 | 0 | -1 | O=C(NCc1ccco1)c1ccc(F)c(S(=O)(=O)N2CCCCC2)c1
0.7 | -4 | 11 | 1 | -3 | 15 | 1 | 1 | 3 | -4 | CCCOC(=O)C1=C(C)N(C)C(=O)NC1c1cc2c(cc1Br)OCO2 (stereo unspecified)
-0.3 | -3 | 8 | 0 | -2 | -4 | -2 | -2 | 1 | -2 | Cc1ccnc(NC(=O)c2cccc(OC(F)F)c2)n1
0.1 | -5 | 3 | 8 | 0 | 29* | -3 | 1 | 0 | -7 | CC1CCCCN1C(=O)COC(=O)c1cc([N+](=O)[O-])ccc1N1CCOCC1 (stereo unspecified)

# Hits appear at their usual frequency; overall some 4.1% were active at least once.
